FLuc inhib CS: Photinus pyralis luciferase inhibition counter-screen. 200,000 tested, 1.5% active. ATPLite firefly luciferase biochemical luminescence, 10 min. inhibition, % at 10 µM. P08659;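 active means inhibition above about 50% when tested at 10 µM, limit read from the data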
Target sequence (P08659 whole entry, looked up): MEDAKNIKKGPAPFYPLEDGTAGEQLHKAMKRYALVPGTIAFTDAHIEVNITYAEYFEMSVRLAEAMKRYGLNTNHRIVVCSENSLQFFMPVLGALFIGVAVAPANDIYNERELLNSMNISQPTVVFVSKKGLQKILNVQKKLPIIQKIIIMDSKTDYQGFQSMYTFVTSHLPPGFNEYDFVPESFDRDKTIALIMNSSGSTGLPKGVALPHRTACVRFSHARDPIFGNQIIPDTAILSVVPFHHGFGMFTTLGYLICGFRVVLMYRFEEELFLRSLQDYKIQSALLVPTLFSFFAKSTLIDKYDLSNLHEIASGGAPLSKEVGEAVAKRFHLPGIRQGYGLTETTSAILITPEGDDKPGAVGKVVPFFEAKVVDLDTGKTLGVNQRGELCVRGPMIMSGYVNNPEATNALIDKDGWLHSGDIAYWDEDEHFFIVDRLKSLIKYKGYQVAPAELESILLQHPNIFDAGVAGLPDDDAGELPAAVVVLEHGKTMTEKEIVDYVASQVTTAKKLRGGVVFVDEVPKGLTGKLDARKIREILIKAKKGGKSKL
TNAP inh hiacc: inhibitors of human TNAP at high phosphate acceptor concentration | purified TNAP, CDP-star luminescence, 1 M DEA | inhibition, % at 20 µM | 200,000 tested, 0.03% active;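 active means over 50% inhibition of tissue-nonspecific alkaline phosphatase at 20 µM in the single-dose screen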;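 further: plate controls were DMSO wells for no effect and EDTA-quenched wells as full inhibition for full effect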
Target sequence (P05186 whole entry, looked up): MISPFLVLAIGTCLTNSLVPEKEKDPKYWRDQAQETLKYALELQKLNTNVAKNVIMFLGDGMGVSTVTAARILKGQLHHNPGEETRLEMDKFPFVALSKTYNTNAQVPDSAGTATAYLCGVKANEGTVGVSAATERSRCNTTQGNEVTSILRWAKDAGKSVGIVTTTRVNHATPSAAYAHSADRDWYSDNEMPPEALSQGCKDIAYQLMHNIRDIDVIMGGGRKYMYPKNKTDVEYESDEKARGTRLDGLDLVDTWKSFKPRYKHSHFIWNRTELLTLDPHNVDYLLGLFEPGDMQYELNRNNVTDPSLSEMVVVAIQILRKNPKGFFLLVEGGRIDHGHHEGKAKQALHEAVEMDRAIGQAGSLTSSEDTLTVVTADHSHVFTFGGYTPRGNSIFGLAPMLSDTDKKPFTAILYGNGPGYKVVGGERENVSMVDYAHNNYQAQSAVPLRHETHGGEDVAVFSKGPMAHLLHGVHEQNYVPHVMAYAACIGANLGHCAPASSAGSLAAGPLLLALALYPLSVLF
TNAP act hiacc: activators of human TNAP at high phosphate acceptor concentration; 200,000 tested, under 10 active; activation factor at 20 µM; purified TNAP, CDP-star luminescence, 1 M DEA, 30 min; stronger effect = higher value; 0 = EDTA background, 1 = DMSO-only activity; AID 1136;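 active means activation factor at least 2 at 20 µM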
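Assay system: human TNAP; Input: enzyme diluted 1/800 final; Reagent: CDP-star luminogenic substrate at 100 µM final; Timing: 30 min, room temperature; Signal: luminescence; Evaluation: TNAP activation factor scaled between EDTA and DMSO control wells.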
APP transl inh: APP translation inhibition. SH-SY5Y APP 5'UTR-luciferase reporter, luminescence. inhibition, % at 2 µM. 190,000 tested, 0.82% active;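 active means inhibition above a set limit, derived from the sample mean plus 3 SD, cut at about 45% in these data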; further: values of inactives mirror those of a sister screen read the other way
bIAP act: increases bovine intestinal alkaline phosphatase activity; purified bovine IAP, CDP-star luminescence, 30 min; stronger effect = higher value; fold of DMSO-control signal, blank-subtracted; activation factor at 20 µM; 200,000 tested, 0.17% active; AID 1016;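 active means activation factor of 2 or more at 20 µM, a signal rise over negative controls twice the positive control's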
L major viab: Leishmania major promastigote growth inhibition; Leishmania major promastigotes, resazurin fluorescence viability; inhibition, % at 10 µM; 200,000 tested, 9% active; AID 1063; in the data active means inhibition above about 50%;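 further: promastigotes grown with compound for 44 hours at 28 °C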
RAM network inh: yeast RAM network inhibition | S. cerevisiae dse1pr::URA3 reporter, 5-FOA growth OD615, 2 d; analog-sensitive cbk1-as2 kinase mutant strain | inhibition, % at 50 µM | 190,000 tested, 1.8% active | AID 868;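 active means inhibition above a set limit, 3 SD over mean compound inhibition, cut at about 8.4% in these data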;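 further: 0% = DMSO-only wells with no growth and 100% = 10 µM 1-NA-PP1 full growth; inhibition rescues growth on 5-FOA so higher OD means more RAM inhibition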
FLuc act counter: affects firefly luciferase, flagging false hits in luciferase stimulation screens; ATPlite luciferase biochemical, luminescence, 10 min; 0 = ATP-free wells, 1 = DMSO control; activation factor at 10 µM; 200,000 tested, under 10 active; AID 1027;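 active means luciferase activation factor, scaled between plate controls, of at least 2 with compound at 10 µM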
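System: cell-free luciferase reagent; medium: PBS as buffer for the ATP substrate; doses: test compounds dosed from 2 mM stocks in 100% DMSO; incubation: 10 min, room temperature; measured by: luminescence from luciferase reaction; read-out: luciferase activation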
bIAP inhibitor: blocks bovine intestinal alkaline phosphatase activity | inhibition, % at 20 µM | AID 1019 | purified bovine IAP, CDP-star luminescence, 30 min | 190,000 tested, under 10 active;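 active means over 50% inhibition of intestinal alkaline phosphatase at 20 µM in the single-dose screen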
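test system = bovine IAP enzyme | medium = DEA buffer 100 mM, pH 9.8, with MgCl2 1.0 mM, ZnCl2 0.02 mM | detection = luminescence | dosing = single compound dose of 20 µM, 2% DMSO final | incubation = 30 min reaction at room temperature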
TNAP inh noacc: blocks human TNAP activity with no phosphate acceptor present | purified TNAP, CDP-star luminescence, 30 min | 200,000 tested, 0.26% active | inhibition, % at 20 µM | AID 1012;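 active means tissue-nonspecific alkaline phosphatase inhibition above about 50% at 20 µM in the single-dose screen, limit read from the data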;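 further: 0% = DMSO negative control and 100% = EDTA positive control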
* = called active by the depositor; nt = not tested or not shown.

SMILES	FLuc inhib CS	TNAP inh hiacc	TNAP act hiacc	APP transl inh	bIAP act	L major viab	RAM network inh	FLuc act counter	bIAP inhibitor	TNAP inh noacc
CN(C)c1cccc(C(=O)Nc2cc(C(F)(F)F)ccc2-n2cnc3ccccc32)c1	-5	1	1	-15	0.8	28	3.5	1.1	17	-9
Cc1cc(/C=C2\C(=N)N3C(SCc4ccccc4)=NSC3=NC2=O)c(C)n1Cc1ccccc1	0	-8	1.1	8	0.9	-8	1.6	1	9	-7
CNc1nc(N)c(C(=O)C(C)(C)C)s1	-2	-3	1	-14	0.9	1	-0.5	1	8	-4
COc1ccc(S(=O)(=O)N2CCC(C(=O)OCC(=O)c3ccccc3)CC2)cc1[N+](=O)[O-]	-4	-2	1	9	1	-6	3.9	1	-4	-8
O=c1[nH]n(-c2cccc(Cl)c2)c2ncccc12	-4	-4	1	-5	0.9	-7	0.8	1	5	-8
CCOc1ccc(NS(=O)(=O)N(C)C)cc1	-4	-1	1	-9	0.9	-2	1.7	1	8	-5
COc1ccc(S(=O)(=O)N(C)C)cc1NC(=O)[C@H](Cc1ccccc1)N1C(=O)c2ccccc2C1=O	-7	-1	1	-2	0.8	-5	4.7	1.1	17	-7
COC(=O)c1cc2cc(NS(=O)(=O)c3ccc(C)cc3)ccc2s1	-1	1	1	-3	1	100*	4.6	1	0	-3
CCCC(=O)NC(=S)Nc1ccccc1C(F)(F)F	-10	-3	1	-7	0.9	-3	2.9	1.1	9	1
CCC(=O)N1CCc2cc(Br)cc(S(=O)(=O)N(C)c3ccc(OC)cc3OC)c21	2	0	1	1	1.1	34	2.7	1	-6	-10
O=C(c1nc2ccccn2c1CN1CCCC(c2nc3ccccc3o2)C1)N1CCCC1 (stereo not given)	-7	-4	1	-15	0.9	-1	0.1	1.1	5	-7
CC(C)(C)NC(=O)NC(=O)COC(=O)c1nc(-c2ccccc2)n(-c2cccc(C(F)(F)F)c2)n1	0	0	1	6	0.9	-7	5.7	1	11	-5
Cc1nn(-c2ccccc2)c2c1C(c1ccco1)C(C#N)=C(N)O2 (stereo not given)	20	2	1	3	0.9	7	0.5	0.8	12	-4
C=CCn1c(SCC(=O)c2ccccc2)nnc1-c1cc2ccccc2o1	-6	-6	1.1	5	0.9	12	4.4	1.1	7	-8
CC(=O)Nc1ccccc1C(=O)C(=O)Nc1ccc(C(=O)N2CCOCC2)cc1	-7	-8	1.1	-16	1.1	-1	1.3	1.1	-14	-1
O=C1OC(Cc2ccccn2)C(=O)C1=C1SCCS1 (stereo not given)	0	-1	1	-9	1	17	3.5	1	-3	-12
O=C(O)C1C2CCC(O2)C1C(=O)Nc1cnn(Cc2ccccc2)c1 (stereo not given)	-2	-1	1	nt	1	-9	-0.5	1	2	-7
Cc1cccn2c(/C=N/OCc3ccc(F)cc3)c(-c3ccc(Cl)cc3)nc12	-6	3	1	-19	1	46	7.2	1.1	-2	-1
COC1CCN(C(=O)c2ccc(OC3CCN(Cc4ccccn4)CC3)cc2)CC1	-7	-6	1.1	0	1	-3	0.6	1.1	2	-9
CCOC(=O)CNC(=S)N1CCn2c(nc3ccccc32)C1	-3	3	1	-7	1	-1	0.5	1	2	-5
COc1ccc(OC)c(/C=C/C(=O)Nc2ccc(OC)nc2)c1	1	1	1	-28	1	2	-0.2	1	0	4
Cc1ccc(-n2c(C)nc3c(cnn3-c3ccc(F)cc3)c2=O)cc1	2	-2	1	10	1	2	6.2	1	1	-5
COc1cccc2c(=O)cc(C)n(CC(=O)Nc3cccc(C)c3)c12	-6	-2	1	0	1	4	-1.1	1.1	1	-2
C#CCOCCOCCOCCNc1nc(N2CCN(C(=O)Cn3cc(CCCCN)nn3)CC2)nc(N2CCN(C(=O)[C@H](C)n3cc(CCCN=C(N)N)nn3)CC2)n1	-3	-4	1	-5	0.8	-6	0.0	1	16	-14
CC(C)(C)c1cc(C(=O)N/N=C/c2ccc(F)cc2)n(-c2ccccc2)n1	-1	0	1	4	0.8	30	2.2	1	17	-11
CC(C)c1ccc(/C=N/NC(=O)CN(c2cccc(Cl)c2Cl)S(C)(=O)=O)cc1	-6	-1	1	11	1	13	1.9	1.1	4	-3
COc1ccc2cc3cc(C(=O)NCCN4CCc5ccccc5C4)sc3nc2c1	4	5	1	-27	1	50*	2.6	1	4	-7
O=C(Nc1c(Cl)cc(Cl)cc1C(=O)NCCN1CCOCC1)c1cccc([N+](=O)[O-])c1	-10	-3	1	-8	1.2	-6	1.0	1.1	-20	-5
CCCCC1S/C(=N/N=C/c2ccco2)NC1=O (stereo not given)	-5	-3	1	-7	0.9	12	3.5	1	11	2
CCOC(=O)c1cnc2ccc(C)cc2c1OCc1cc(F)cc(F)c1	-2	-6	1.1	-2	1	6	0.3	1	-5	1
O=S(=O)(c1cccc2nsnc12)N1CCN(C/C=C\c2ccccc2)CC1	-1	0	1	0	1.1	94*	0.7	1	-9	-2
O=C(CCn1c(=O)oc2ccccc21)Nc1ccccc1	-7	-5	1	-13	1	3	1.5	1.1	4	-11
CNCCCOc1ccc(C)cc1Br	-4	-5	1	nt	1	11	0.2	1	4	0
Cc1ccccc1NC1=NC(=S)N(c2ccccc2)C12CCCCC2	-8	-5	1	-10	0.8	13	-0.1	1.1	21	1
Cc1ccc(N2C(=O)C(Cl)=C(N3CCOCC3)C2=O)cc1Cl	-6	-3	1	20	1	31	3.2	1.1	4	-2
CCOc1ccc(-n2c(=O)[nH]c3sc4c(c3c2=O)CCCC4)cc1	-6	-7	1.1	5	1	0	3.3	1.1	-1	0
N#C/C(=C\c1cccs1)c1nc2ccccc2[nH]1	24	-2	1	-32	0.9	60*	3.6	0.8	6	-8
COc1ccc(CCNc2ccc(C)cc2)cc1	-5	-1	1	nt	0.9	13	0.8	1	10	-4
CCOC(=O)c1cnn(-c2ccccc2)c1NC(=O)c1ccccc1	-2	1	1	11	0.9	13	2.2	1	7	-6
Cc1ccc(C(=O)CCNc2ccc(Cl)cc2)o1	4	-4	1	-3	1	11	2.0	1	-4	-17
CCOC(=O)c1cnc(-n2nc(C)cc2C)nc1Nc1ccc(C)cc1	-6	0	1	3	0.9	5	2.6	1.1	12	0
O=C(O)CSc1nnc(-c2ccccc2Br)n1-c1cccc(C(F)(F)F)c1	-7	-4	1	-38	1	0	0.2	1.1	4	-14
Cc1cccc(-c2nnn(C/C(N)=N/O)n2)c1	-1	2	1	3	1	1	0.7	1	-4	-6
CC1CN(Cc2cc(=O)[nH]c(C3CC3)n2)CC(C)O1 (stereo not given)	-6	-7	1.1	1	0.9	-2	0.6	1.1	8	2
O=C(NC(=S)Nc1ccccc1N1CCOCC1)c1ccco1	-4	3	1	-4	1	-4	2.3	1	1	-12
Cc1ccc(NC(=O)C(OC(=O)c2ccc(C=O)cc2)c2ccccc2)cc1Cl (stereo not given)	-4	-2	1	-9	1.4	37	3.1	1	-44	-4
C=CCn1cnc2scc(-c3ccccc3)c2c1=O	-6	-2	1	6	0.9	0	1.9	1.1	7	-8
COc1ccc(/C=N/Nc2nnc(C)n2N)cc1OC	0	-1	1	-3	1	23	1.5	1	-3	-5
Cc1sc2nc(CN3CCCCC3)nc(N3CCN(C(=O)c4ccco4)CC3)c2c1C	-3	-5	1	6	1.2	9	0.1	1	-21	-8
Cc1ccc2c(CC(=O)OCn3nnc4ccccc4c3=O)coc2c1	-10	-7	1.1	-18	0.9	-4	-0.5	1.1	8	-14
Following part.
SMILES	FLuc inhib CS	TNAP inh hiacc	TNAP act hiacc	APP transl inh	bIAP act	L major viab	RAM network inh	FLuc act counter	bIAP inhibitor	TNAP inh noacc
c1ccc(OCc2nnc3sc(C4COc5ccccc5O4)nn23)cc1 (stereo not given)	-4	1	1	4	1	-6	3.6	1	-4	-9
COC(=O)C1CCN(Cc2cn(Cc3ccccc3)nc2-c2cc3ccccc3o2)CC1	-3	-3	1	12	0.9	32	1.3	1	6	-1
CCCS(=O)(=O)c1c(S(=O)(=O)CCC)c2cnccn2c1C(=O)c1ccc(Cl)cc1	4	7	0.9	23	1	13	0.2	1	-1	0
COc1cccc(NS(=O)(=O)c2c(C)cc(C)cc2C)c1	-2	-5	1	-3	0.8	6	0.9	1	20	-11
COc1cc(/C=C/C(=O)OCc2c(C)noc2C)ccc1OC(F)F	-2	-5	1	-24	1.1	13	2.9	1	-10	-3
COc1ccccc1Nc1nnc(SCc2nnc(-c3cc(OC)c(OC)c(OC)c3)o2)s1	-9	-7	1.1	5	1	21	3.3	1.1	3	-8
COc1ccc(Nc2ncc3c(n2)CC(c2ccccc2)CC3=O)cc1 (stereo not given)	-11	-8	1.1	7	0.8	12	6.3	1.1	21	-12
Cc1ccccc1NC(=O)C1CC(=O)N(c2ccccc2F)C1 (stereo not given)	-2	0	1	-3	0.9	-2	0.3	1	10	-6
Cc1ccc(F)cc1CNC(=O)c1cc(COc2ccc3ncccc3c2)on1	-6	-1	1	-2	0.9	1	0.9	1.1	6	-4
CC(=O)Nc1ccc(N2CCOCC2)c(C(=O)Nc2cccc(C)c2)c1	-1	-4	1	30	0.9	-1	2.7	1	13	-11
CC1CCC/C(=C\Nc2ccc(O)cc2)C1=O (stereo not given)	14	3	1	1	1	7	0.4	0.9	0	-2
NC(=S)N/N=C1/CCSc2ccc3ccccc3c21	-5	1	1	-3	0.8	5	0.7	1.1	17	1
C/C(=C\C(=O)c1sccc1Cl)N(C)C	5	1	1	-12	0.8	6	0.7	0.9	25	-5
O=C(c1ccc(=O)[nH]c1)N(Cc1cccs1)C1(C(=O)NC2CCCC2)CCCCC1	-4	-1	1	10	1.1	-4	1.0	1	-5	-11
NC(=O)c1ccsc1NC(=O)Cc1ccc([N+](=O)[O-])cc1	-2	3	1	-6	1	19	-0.1	1	2	0
CCOc1cc(CN2CCN(CCOCCO)CC2)ccc1OC	-2	-2	1	-2	1	-3	0.2	1	4	-12
O=C(c1cccc(S(=O)(=O)N2CCOCC2)c1)N1CCOCC1	-8	-6	1.1	-26	0.8	-2	1.6	1.1	18	-17
COc1cc(N=C2C(=O)N3c4c(cccc42)C(C)=CC3(C)C)cc(OC)c1	-6	7	0.9	9	1	61*	0.6	1.1	-2	0
FC(F)(F)c1cccc(NC(=S)NCc2ccccc2)c1	-4	-6	1.1	3	0.6	7	2.9	1	37	-10

Just TNAP inh noacc, for some of the entries so far:
compound	TNAP inh noacc
NC(=S)N/N=C1/CCSc2ccc3ccccc3c21	1
C/C(=C\C(=O)c1sccc1Cl)N(C)C	-5
O=C(c1ccc(=O)[nH]c1)N(Cc1cccs1)C1(C(=O)NC2CCCC2)CCCCC1	-11
NC(=O)c1ccsc1NC(=O)Cc1ccc([N+](=O)[O-])cc1	0

Given as labelled records: 2 of the compounds above
> COc1cc(N=C2C(=O)N3c4c(cccc42)C(C)=CC3(C)C)cc(OC)c1
  FLuc inhib CS = -6
  TNAP inh hiacc = 7
  TNAP act hiacc = 0.9
  APP transl inh = 9
  bIAP act = 1
  L major viab = 61*
  RAM network inh = 0.6
  FLuc act counter = 1.1
  bIAP inhibitor = -2
  TNAP inh noacc = 0

> FC(F)(F)c1cccc(NC(=S)NCc2ccccc2)c1
  FLuc inhib CS = -4
  TNAP inh hiacc = -6
  TNAP act hiacc = 1.1
  APP transl inh = 3
  bIAP act = 0.6
  L major viab = 7
  RAM network inh = 2.9
  FLuc act counter = 1
  bIAP inhibitor = 37
  TNAP inh noacc = -10

Screens: PubChem, several laboratories
